High-throughput results deposited in PubChem BioAssay by several laboratories.
CRFBP-R2 block: blocks CRF-induced signaling of the CRF-BP/CRF-R2 complex; HEK293 CRF-R2/CRF-BP, CRF-induced calcium fluorescence; inhibition, % at 11.8 µM; 0.59% of 350,000 active;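 active = inhibition of the ligand-induced calcium signal above about 50% at the single tested concentration, limit read from the data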
SUMO HTRF inh: blocks human SUMOylation mediated by UBC9. P63279. HTRF SUMOylation assay, SAE1/SAE2 + UBC9, in vitro. inhibition, % at 35 µM. 0.36% of 290,000 active; in the data active = inhibition above about 50%, passing the limit was not always enough; note: strong numbers were not always called active
Target sequence (P63279 whole entry, looked up): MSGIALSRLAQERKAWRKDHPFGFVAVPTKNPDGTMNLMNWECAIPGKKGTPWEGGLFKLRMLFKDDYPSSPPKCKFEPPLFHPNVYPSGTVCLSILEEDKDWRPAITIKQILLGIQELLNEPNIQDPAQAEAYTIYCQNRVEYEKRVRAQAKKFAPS
MEKK2mut PB1 HTS: signal of MEK5 binding to mutant human MEKK2 PB1 domain; bead flow cytometry, Alexa488-MEK5 binding to MEKK2 mutant; percent response, % at 10 µM; 0.35% of 290,000 active; AID 1530; in the data active = percent response above about 24%, passing the limit was not always enough; note: inactives centre near 1; some results filed as inactive read as strong as hits
MEKK2wt PB1 HTS: raises or lowers MEK5 binding to wildtype human MEKK2 PB1 domain; bead flow cytometry, Alexa488-MEK5 binding to MEKK2 WT; actives lie on both sides; binding response (% of control), % at 10 µM; 1.1% of 290,000 active; AID 1531; in the data active = binding response below about 67% or above about 130%
GalR3 antagonist: antagonists of human GalR3; O60755; HEK293 GalR3-CNG cAMP membrane potential fluorescence; galR3 body fused to GalR1 C-terminus; inhibition, % at 3 µM; 0.44% of 360,000 active; AID 651719;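 active = inhibition above the screen-wide average plus 3 SD, cut at about 13% in these data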;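 note: forskolin and galanin both at EC90 stimulate the cells; cAMP rise reported by CNG channel membrane potential dye signal; 0% = forskolin plus galanin with DMSO and 100% = forskolin alone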
CRFR2-BP ag: agonists of human CRF-binding protein/CRF-R2 receptor complex | AID 588473 | 0.46% of 350,000 active | HEK293 CRF-R2/CRF-BP, calcium dye fluorescence (FLIPR); percent of saturating CRF peptide response | activation, % at 13.2 µM;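 active = activation of at least 50%, plus an integration ratio under a set limit after plate pattern correction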;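 note: plate controls were neutral control wells without compound for no effect and CRF at EC100 for full effect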
MEKK3 PB1 HTS: modulators (inhibitors or enhancers) of MEK5 binding to human MEKK3 PB1 domain. 1.4% of 290,000 active. AID 1529. binding response (% of control), % at 10 µM. bead-based flow cytometry, Alexa488-MEK5 binding to MEKK3; actives lie on both sides; 0 = blocked by unlabeled MEK5, 100 = vehicle;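 active = binding response more than 3 SD above or below the average of its plate-row segment, actives on both sides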;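 note: Alexa488 bead fluorescence after subtracting the streptavidin-only scavenger bead signal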
Target sequence (Q99759 whole entry, looked up, the tested form may be a part): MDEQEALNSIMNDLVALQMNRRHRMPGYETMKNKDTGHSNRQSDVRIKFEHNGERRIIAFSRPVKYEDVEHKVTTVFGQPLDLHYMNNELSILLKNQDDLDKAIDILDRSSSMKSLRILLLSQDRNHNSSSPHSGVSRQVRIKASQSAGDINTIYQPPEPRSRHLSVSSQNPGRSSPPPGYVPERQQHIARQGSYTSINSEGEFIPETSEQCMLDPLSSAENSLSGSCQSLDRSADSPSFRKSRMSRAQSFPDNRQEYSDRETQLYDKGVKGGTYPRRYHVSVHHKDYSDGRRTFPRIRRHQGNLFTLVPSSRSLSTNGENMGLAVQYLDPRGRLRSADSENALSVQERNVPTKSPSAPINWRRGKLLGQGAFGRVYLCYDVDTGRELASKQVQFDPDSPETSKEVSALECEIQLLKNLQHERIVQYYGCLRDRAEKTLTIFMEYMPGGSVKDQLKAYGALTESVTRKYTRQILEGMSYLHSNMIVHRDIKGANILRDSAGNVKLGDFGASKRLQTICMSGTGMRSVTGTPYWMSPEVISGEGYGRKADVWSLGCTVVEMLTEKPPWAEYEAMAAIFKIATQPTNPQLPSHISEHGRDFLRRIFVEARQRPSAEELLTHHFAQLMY
DNA FID counter: counter-screen for HCV NS3 helicase inhibitors: DNA intercalator displacement | DNA fluorescent intercalator displacement, fluorescence | inhibition, % at 7.9 µM | 0.17% of 290,000 active | AID 1845; in the data active = inhibition above about 37%;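 note: 0% = vehicle and 100% = reference compound; higher means more ethidium bromide displaced from hairpin DNA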
NS3 helicase inh: blocks Hepatitis C virus NS3 helicase unwinding; NS3 helicase DNA unwinding, Cy5 molecular beacon fluorescence; inhibition, % at 10.9 µM; 0.56% of 290,000 active;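 active = inhibition above the mean of all tested compounds plus 3 SD, set per campaign, cut at about 35% in these data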;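 note: 0% = DMSO wells and 100% = thioflavine S control wells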
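test system = hepatitis C virus NS3 helicase domain fragment enzyme | reagent = annealed dual-labelled DNA beacon duplex, ATP-started | times = 1 h at 25 °C | detection = Cy5 fluorescence, 0 and 60 min reads | read-out basis = percent inhibition from t60/t0 fluorescence ratio | control set = DMSO and thioflavine S | replication = one well per compound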
* hit, by the source's call; . = not tested or not shown.

SMILES	CRFBP-R2 block	SUMO HTRF inh	MEKK2mut PB1 HTS	MEKK2wt PB1 HTS	GalR3 antagonist	CRFR2-BP ag	MEKK3 PB1 HTS	DNA FID counter	NS3 helicase inh
O=C(CCS(=O)(=O)c1ccccc1)Nc1ccc(S(=O)(=O)Nc2ncccn2)cc1	-4	-25	3	101	-10	0.1	101	0	-4
Nc1ccc(-c2cc(-c3cccc(N)c3)nc(-c3ccccc3)n2)cc1	-22	5	11	116	-4	-0.7	101	17	-24
CCCOc1ccc(/C=N/NC(=O)C2CCCN2S(=O)(=O)c2ccc(Cl)cc2)cc1 (centres undefined)	2	-4	0	101	0	2.6	95	-13	3
COc1ccc(NC(=O)Cc2nnc(N)s2)cc1	1	9	5	101	-3	2.0	101	-1	-5
Cc1cccc(-c2nc3cc(NC(=O)C4CCCO4)ccc3o2)c1 (centres undefined)	-28	18	3	102	-1	-1.6	104	-9	6
CCOC(=O)CC1C(=O)NCCN1C(=O)c1cccc(C(F)(F)F)c1 (centres undefined)	17	-32	9	110	-1	-1.0	106	-1	8
COc1cccc(CNC(=O)CCS(=O)(=O)c2ccc3c(c2)NC(=O)CO3)c1	10	1	-2	103	-1	-0.5	102	-6	15
c1ccc(-c2ccc(OCCCn3cncn3)cc2)cc1	20	14	9	111	1	0.5	105	-5	-2
COc1ccc(OC)c(CN2CCN(CCCc3ccccc3)C(CCO)C2)c1 (centres undefined)	5	4	5	111	-4	-0.4	107	2	-20
CC(=O)N1CCN(c2ccc(NC(=O)c3ccc4c(c3)OCCO4)cc2Cl)CC1	-1	8	-6	104	1	0.1	102	-9	-12
Cc1cccc(CNS(=O)(=O)c2ccc(-c3ccc(=O)[nH]n3)s2)c1	2	15	4	104	7	-0.6	102	-11	0
COc1cccc(C(=O)N2CCN(Cc3ccco3)CC2)c1OC	-3	0	5	110	2	0.1	104	11	5
Cc1cc(CNC(=O)c2ccc3nc(Cc4ccccc4F)oc3c2)nn1C	-4	-12	-8	99	0	0.1	100	-44	-10
Cc1ccccc1CNS(=O)(=O)c1ccc2c(c1)C(C)(C)C(=O)N2C	-10	-3	1	104	-8	-1.0	101	-29	5
Cc1ccc(C(=O)Cn2nnc3c(sc4nc5c(c(-c6ccccc6)c43)CCC5)c2=O)cc1	20	21	.	.	-3	-1.4	.	-1	-3
COc1ccc(/C=C/c2n[nH]c(=O)c(C#N)c2C)cc1	14	13	3	102	-9	1.3	100	-2	-5
CCCOc1ccc(Cc2nn[nH]n2)cc1	9	16	8	113	-1	2.1	109	-6	-3
CCCOc1cccc(-c2nnc(N)s2)c1	-1	-5	1	110	-1	2.0	103	-1	8
COc1ccc(/C=C/C(=O)Nc2cc(C)nn2-c2nc3ccccc3n2Cc2cccc([N+](=O)[O-])c2)cc1	8	12	-1	97	-11	-2.4	107	-3	10
O=C(NCCc1ccc(Cl)cc1)c1cc(-c2ccccn2)nc2ccccc12	-2	.	5	99	-11	1.1	103	-17	4
CCS(=O)(=O)N1CCN(c2ccc([N+](=O)[O-])c(N3CCOCC3)c2)CC1	-2	-2	5	99	1	-1.8	107	-10	4
COC(=O)CSc1nnc(CNS(=O)(=O)c2ccc(C)cc2)n1C	-5	9	8	107	2	-1.7	107	-2	6
NC(=O)c1ccc[n+](CC(=O)c2ccc(Cl)c(Cl)c2)c1	0	0	6	106	-6	-2.2	104	3	8
COc1ccc(C)cc1S(=O)(=O)n1nc(C)cc1C	-8	4	-2	94	1	1.1	92	4	-5
CC(C)C(NC(=O)OCc1ccccc1)C(=O)NCC(=O)OC(C)(C)C (centres undefined)	9	3	12	122	5	-0.4	121	-12	-3
Cc1nn2c(NCCCn3ccnc3)cc(C(C)C)nc2c1-c1ccccc1	5	9	-4	98	-4	-1.3	86	27	-53
O=c1cc(Cn2ccnc2)c2cc3c(cc2o1)CCC3	10	4	0	100	-3	-2.9	81	-3	4
COC(=O)C1=C(C)N(c2ccc(C)c(C)c2)/C(=C/c2cccs2)C1=O	5	20	5	106	-4	-5.6	107	-6	-3
CCN1CCc2c(sc(N)c2C(N)=O)C1	9	5	.	.	6	25	.	1	-3
Cc1cc(OCC(O)CN(C)C(=O)C(C)Oc2ccccc2)ccc1Cl (centres undefined)	3	4	4	104	-5	-0.1	103	-28	-24
O=C(O)CNC(=S)N(Cc1ccccc1Cl)C1CCCC1	0	-8	0	96	5	-0.5	101	-28	7
Cc1nc(N2CCN(c3ccccn3)CC2)c2c(C)c(C(=O)Nc3ccc(F)c(Cl)c3)sc2n1	-19	3	-1	109	2	2.9	99	-4	-2
Cc1ccc2c(c1)N(CCCC(=O)NCCC1=CCCCC1)C(=O)CO2	-14	24	9	102	2	-1.4	103	-32	-6
CN1CCN(C(c2cccc(Cl)c2)c2ccccc2Cl)CC1 (centres undefined)	-8	4	-1	110	-2	0.7	106	14	-68
CCOC(=O)C1=C(C)N(c2ccc(OC)cc2)C(=O)/C1=C\c1cccs1	1	12	-1	100	-6	-0.2	101	-19	24
O=C(O)CCCCCCCCc1cn(CC2CCCCC2)nn1	-5	-9	2	107	-3	1.5	102	-51	18
COc1cccc(C(c2nnnn2C(C)(C)C)N2CCN(C3CCCCC3)CC2)c1OC (centres undefined)	8	20	6	102	-4	-6.4	103	9	-8
CCOC(=O)c1[nH]c2ccccc2c1N=CN(CC)CC	7	18	7	109	-2	1.1	107	-1	2
COc1ccc(-n2c(=S)[nH]c3cc(C(=O)Nc4ccc(F)cc4)ccc3c2=O)c(OC)c1	19	-1	-1	96	-3	0.2	103	-27	8
[O-][n+]1onc2c1CCc1nnccc1-2	-6	-11	5	104	-5	1.2	103	7	-4

Fetched by compound from the list above (3):
SMILES	CRFBP-R2 block	SUMO HTRF inh	MEKK2mut PB1 HTS	MEKK2wt PB1 HTS	GalR3 antagonist	CRFR2-BP ag	MEKK3 PB1 HTS	DNA FID counter	NS3 helicase inh
NC(=O)c1ccc[n+](CC(=O)c2ccc(Cl)c(Cl)c2)c1	0	0	6	106	-6	-2.2	104	3	8
COC(=O)CSc1nnc(CNS(=O)(=O)c2ccc(C)cc2)n1C	-5	9	8	107	2	-1.7	107	-2	6
Cc1cc(OCC(O)CN(C)C(=O)C(C)Oc2ccccc2)ccc1Cl (centres undefined)	3	4	4	104	-5	-0.1	103	-28	-24

(list continues)
SMILES	CRFBP-R2 block	SUMO HTRF inh	MEKK2mut PB1 HTS	MEKK2wt PB1 HTS	GalR3 antagonist	CRFR2-BP ag	MEKK3 PB1 HTS	DNA FID counter	NS3 helicase inh
CCSc1ncccc1C(=O)N[C@@H](CCSC)C(=O)OC	-2	25	-31	82	-5	4.7	76	-2	-6
COC(=O)c1ccc(COc2cccc(C)c2C)cc1	-12	-13	2	106	-2	0.5	106	-3	12
CCOC(=O)N1CCN(C(=O)CSCc2ccccc2Cl)CC1	17	8	-1	91	-6	0.8	94	-31	7
COc1ccc(CCN=C(C)C2=C(O)C(c3ccccc3)OC2=O)cc1OC (centres undefined)	-1	7	0	103	-5	-0.9	105	-6	2
Cc1ccc(C(=O)NC(=S)Nc2cc(C(F)(F)F)ccc2Cl)cc1	2	21	2	104	0	-2.3	105	2	-3
CCOC(=O)Cc1csc(NC(=O)c2ccc3c(c2)OCO3)n1	-5	-2	3	104	0	-0.2	104	-9	-4
Cn1c(=O)[nH]c(=O)c2c1nc(N1CCN(CCO)CC1)n2CCSc1nc2ccccc2s1	20	0	7	105	.	0.3	102	-6	5
Cc1cc(C)nc(/N=C2\NC(=O)CC(C(=O)O)N2c2ccc(Oc3ccccc3)cc2)n1 (centres undefined)	4	-2	1	100	-4	-0.8	100	-41	16
CCN(C(=O)COC(=O)c1cccnc1Nc1cccc(C(F)(F)F)c1)C1CCS(=O)(=O)C1 (centres undefined)	-15	-13	-2	98	-3	-2.6	98	-8	-6
O=C(Nc1ccccc1C(=O)NCCN1CCOCC1)c1ccc(Cl)cc1Cl	-6	8	3	104	-1	-0.4	102	-15	-4
CCOC(=O)C1CCN(C(=O)CCS(=O)(=O)c2ccc3c(c2)CCN3C(=O)CC)CC1	-6	0	-2	99	0	-1.6	104	-24	-4
CC(=O)NC(Cc1ccccc1F)C(=O)NC1CCN(c2ncccc2[N+](=O)[O-])CC1 (centres undefined)	9	22	-2	92	-5	0.8	95	-13	7
CCOc1ccccc1Nc1ncccc1C(=O)O	28	-6	1	100	-4	-0.9	100	2	-1
CC(Cc1ccc(O)c(O)c1)C(C)Cc1ccc(O)c(O)c1 (centres undefined)	-7	.	4	105	.	1.1	114	.	.
COc1ccc(C2SCC(=O)N2CCc2ccc(OC)c(OC)c2)cc1 (centres undefined)	6	10	-5	105	-8	0.5	106	-31	3
O=C(Nn1cnc2ccccc2c1=O)c1ccc(Cl)c([N+](=O)[O-])c1	14	11	10	109	-2	2.3	107	2	-5
NC(=O)SC/C(=N\S(=O)(=O)c1ccccc1)Nc1ccccc1	27	19	2	101	-2	3.1	102	0	2
O=C(COc1ccc(Br)cc1Cl)NC1CCCCC1	-42	-16	-2	92	-3	13	93	-13	-2
Cn1c2c(c(=O)n(C)c1=O)[C@@]1(C(=O)Nc3ccccc31)C(C#N)=C(N)O2	6	-3	13	98	-5	-0.1	97	6	5
CC(=O)c1ccc(OCC(O)CN2CCN(CCN3C(=O)c4cccc5cccc(c45)C3=O)CC2)cc1 (centres undefined)	-11	6	1	105	-4	-1.9	102	4	-17
CCn1c(O)c(/C=N/N=C/c2ccc(OC)cc2)c2cc(C3=NNC(=O)CC3)ccc21	-32	7	-8	94	5	27	99	-5	1
CCOc1c(C=C(C#N)C#N)c2ccccc2n1CC	10	-5	6	109	-3	-2.9	111	-6	5
Cc1cc(NS(=O)(=O)c2ccc(NC(=O)CCCOc3ccccc3C)cc2)no1	-13	15	0	96	-8	-0.2	101	-32	2
CCn1c(SCc2nc(-c3ccc(Cl)cc3)no2)nnc1-c1ccco1	3	-8	1	104	-4	0.8	110	-25	6
CCCS(=O)(=O)N1CCC(Cc2ccc(OC)cc2)(C(=O)OCC)CC1	4	-9	-7	93	-9	0.6	96	-31	-1
CCCn1cc(CN2CCC(N3CCC(C(=O)N4CCOCC4)CC3)CC2)c(C)n1	1	14	3	100	-5	-0.3	98	-3	0
S=C(Nc1ccccc1)Nc1nc2ccccc2n1CCOc1ccccc1	-25	-84	-6	89	-4	-0.1	100	-1	-8
CCc1ccc(NCc2ccc(OC)c(Cn3ccnc3)c2)cc1	9	6	11	113	-9	-3.6	103	-3	-59
CC1(C)C(c2cccs2)=[N+]([O-])C2(CCCCC/C2=N\NC(N)=S)N1O (centres undefined)	14	-18	10	108	-2	1.2	101	0	0
Cc1ccc(OCC(=O)NC(=S)Nc2ccc3c4c(cccc24)CC3)cc1	-70	2	-2	93	-5	14	98	-3	20
CCOCCCNC(=O)C(c1ccccc1)N(Cc1cccs1)C(=O)c1ccccc1O (centres undefined)	-16	3	-1	103	-3	6.1	103	-27	-4
Cc1ccc(OCCNC(=O)c2cc(C(=O)NCCOc3ccc(C)cc3)cc([N+](=O)[O-])c2)cc1	-7	-27	-1	109	-2	0.8	100	4	11
CCOC(=O)c1c(Cc2ccccc2)c[nH]c1C	15	-3	-5	97	-7	-1.2	98	-3	-2

A portion of the library (hit frequency here may not be typical).
